Bioassay records: PubChem BioAssay, Southern Research Specialized Biocontainment Screening Center
M. tuberculosis HTS – M. tuberculosis growth inhibition, HTS (AID 449762); M. tuberculosis H37Rv growth inhibition, 7H9 media; higher % means a stronger effect; one-dose inhibition, % at 25 µM; IC50 in µM for titrated hits; actives 0.59% (n = 330,000); in the data active means a potency from the dose series; inconclusive means inhibition above about 70% without an active follow-up result;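 further: bacterial growth assessed after seven days of incubation; strong numbers were not always called active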
influenza NS1A – H1N1 influenza NS1A inhibitors, functional cell based assay (AID 504329); inhibition, % at 12.5 µM; hits with a dose series show IC50 in µM; actives 0.3% (n = 340,000); NS1A functional cell-based assay, percent inhibition; higher % means a stronger effect; in the data active means a potency from the dose series; inconclusive means inhibition above about 27% without an active follow-up result; further: strong numbers were not always called active
M. tuberculosis – growth inhibition of non-replicating M. tuberculosis (AID 488890). Mycobacterium tuberculosis non-replicating, growth inhibition; higher % means a stronger effect. inhibition, % at 25 µM, or IC50 in µM where a hit was titrated. actives 0.39% (n = 320,000); in the data active means a potency from the dose series; inconclusive means inhibition mostly from about 82% at the one dose, without a potency; inactive means the rest, 99 in 100 with inhibition below about 76%;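 further: plate controls were DMSO cells for no effect and high antibiotic wells for full effect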
Salmonella PhoP GFP – Inhibition of PhoP regulon, Salmonella typhi GFP reporter cells, confirmation, 4 h (AID 1850). Salmonella Typhi PhoP-promoter GFP reporter, fluorescence, 4 h; higher % means a stronger effect. inhibition, % at 50 µM; hits with a dose series show IC50 in µM. actives 0.33% (n = 310,000); in the data active means a potency from the dose series; inconclusive means inhibition mostly from about 25% at the one dose, without a potency; inactive means the rest, 99 in 100 with inhibition below about 19%;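 further: 0% = induced wells with vehicle and 100% = uninduced wells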
inhibitors of VEEV – inhibitors of VEEV TC-83 cytopathic effect, confirmation, Vero cells (AID 588727). actives 0.13% (n = 350,000). Vero cells, VEEV TC-83 cytopathic effect inhibition; higher % means a stronger effect. one-dose inhibition, % at 20 µM; IC50 in µM for titrated hits; in the data active means a potency from the dose series; inconclusive means inhibition mostly from about 14% at the one dose, without a potency; inactive means the rest, 99 in 100 with inhibition below about 12%; further: strong numbers were not always called active
inhibitors of VEEV 10K pilot screen – further read-out of inhibitors of VEEV, marked with its call; inhibition, %; measured here: 10K pilot screen inhibition
* marks the source's active call; other numbers are inactive results; i = inactive; ? = inconclusive; . = not tested or not shown.

SMILES | M. tuberculosis HTS | influenza NS1A | M. tuberculosis | Salmonella PhoP GFP | inhibitors of VEEV | others
CCOc1ccc(NC(=O)N2CCN(C(=O)c3ccco3)CC2)cc1 | -6.9% | 7.4% | -1.4% | -10.9% | 1.3%
COc1cc(CNC(C)c2ccccc2)cc(Br)c1OCc1ccccc1 (configuration not stated) | ? | 0.5% | ? | 2.4% | 13.5%
O=C(COc1ccc(Br)cc1)N1CCN(S(=O)(=O)/C=C/c2ccccc2)CC1 | -0.5% | -1.0% | 2.9% | -5.1% | 0.1%
CCOc1ccc(NC(=O)C(CC)NC(=O)c2ccccc2CO)cc1 (configuration not stated) | -5.9% | 16.2% | 4.9% | 3.2% | i
O=C(COC(=O)C1CCCC1)Nc1cccc(Cl)c1Cl | 0.0% | 1.0% | 26.3% | . | i
CCOc1cc(N2CCOCC2)c(OCC)cc1NC(=O)CSc1cccc[n+]1[O-] | -13.5% | 0.4% | -6.1% | -7.8% | 0.5%
O=S(=O)(NCC1CCCO1)c1cccc(C(F)(F)F)c1 (configuration not stated) | -8.2% | -0.4% | 53.4% | 12.8% | 0.8%
COCCNC(=S)N1CCN(Cc2ccc3c(c2)OCO3)CC1 | 0.4% | -0.7% | -13.7% | -0.6% | 0.9%
COC(=O)C1=C[C@@H](C(=O)OC)[C@@H]2C3=C(C(=O)[C@@]2(C)NC(=O)c2ccccc2)[C@H](C)C(C(=O)OC)=C(C(=O)OC)[C@@H]3C1 | 1.7% | 4.3% | 2.6% | 10.6% | i
CCN(CC)c1nc2ccccc2nc1C(C#N)C(=O)NCCc1ccccc1 (configuration not stated) | -5.2% | -3.9% | -5.7% | -24.8% | 1.3%
COc1cccc(NC(=O)Nc2cc(C)ccc2F)c1 | 2.0% | 0.0% | -0.9% | -0.8% | 1.3%
CCOCCn1c(CN2CCN(c3ccccc3)CC2)nc2c1c(=O)n(C)c(=O)n2C | 9.4% | -3.1% | 17.9% | -1.8% | 4.2%
Cc1cccc2c1cnn2C(=O)Nc1ccc(Br)cc1F | 6.2% | -6.1% | 8.9% | 10.0% | 1.4%
COc1ccc(/C=C2\CCCC3C2=NN(C(=O)c2scnc2C)C3c2ccc(OC)cc2)cc1 (configuration not stated) | -3.4% | 6.7% | 16.4% | 0.2% | i
CC(C)Cc1nnc(NC(=O)CSc2nc(-c3ccccc3)cc(=O)[nH]2)s1 | -1.2% | -7.8% | 7.1% | 0.8% | 1.7%
COc1ccc(C(=O)NC2CCN(C(=S)Nc3cccc(C)c3)CC2)cc1 | 0.6% | -5.2% | 14.4% | -0.5% | i
COC(=O)CCC(=O)c1oc2ccccc2c1NC(=O)CCCN1C(=O)c2ccccc2C1=O | 2.5% | 3.6% | -4.3% | 4.7% | 0.2%
Cc1cc(C)nc(SCC(=O)Nc2ccc3c(c2)OCO3)n1 | -5.6% | -2.0% | 10.7% | -2.1% | 6.1%
COc1ccccc1Nc1cc(C(=O)NCc2cccnc2)c2ccccc2n1 | -14.3% | -1.1% | -5.3% | 27.7% | 1.6%
C/C=C/c1ccc(OCCn2cncn2)c(OC)c1 | -2.8% | 3.5% | -3.5% | 6.9% | 13.0%
Cc1c(NC(=O)c2cccnc2Cl)c(=O)n(-c2ccccc2)n1C | 4.7% | -2.4% | -12.8% | 4.1% | 0.2%
C#CCOCCOCCOCCNc1nc(N2CCN(C(=O)[C@H](CC(N)=O)n3cc([C@@H](N)C(C)C)nn3)CC2)nc(N2CCN(C(=O)[C@H](CC(N)=O)n3cc([C@@H](N)C(C)C)nn3)CC2)n1 | -2.7% | -5.3% | -7.3% | . | 10.5%
CCc1cccc(CC)c1NC(=S)NCCc1c(C)[nH]c2ccccc12 | -11.3% | 14.7% | 30.0% | -5.3% | 9.7%
COc1cc(C(=O)Nc2ccccc2N2CCCCC2)cc(OC)c1OC | 36.2% | 1.2% | 39.3% | 4.8% | 5.0%
COc1ccc(Oc2nc(Oc3ccc(OC)cc3)nc(Oc3ccc(OC)cc3)n2)cc1 | -4.4% | -12.0% | -18.3% | 8.4% | i

Sorted by SMILES length (low to high): 4 of the compounds above
SMILES | M. tuberculosis HTS | influenza NS1A | M. tuberculosis | Salmonella PhoP GFP | inhibitors of VEEV | others
COCCNC(=S)N1CCN(Cc2ccc3c(c2)OCO3)CC1 | 0.4% | -0.7% | -13.7% | -0.6% | 0.9%
COc1cc(CNC(C)c2ccccc2)cc(Br)c1OCc1ccccc1 (configuration not stated) | ? | 0.5% | ? | 2.4% | 13.5%
CCOc1ccc(NC(=O)N2CCN(C(=O)c3ccco3)CC2)cc1 | -6.9% | 7.4% | -1.4% | -10.9% | 1.3%
C#CCOCCOCCOCCNc1nc(N2CCN(C(=O)[C@H](CC(N)=O)n3cc([C@@H](N)C(C)C)nn3)CC2)nc(N2CCN(C(=O)[C@H](CC(N)=O)n3cc([C@@H](N)C(C)C)nn3)CC2)n1 | -2.7% | -5.3% | -7.3% | . | 10.5%

Remaining list, next part.
SMILES | M. tuberculosis HTS | influenza NS1A | M. tuberculosis | Salmonella PhoP GFP | inhibitors of VEEV | others
COc1ccc(OC)c(NC(=O)c2nnn(Cc3ccc(Br)cc3F)c2N)c1 | 2.5% | 8.8% | 28.1% | -9.3% | 1.4%
CCCCOc1cccc(C(=O)N(Cc2ccccc2)C2CCS(=O)(=O)C2)c1 (configuration not stated) | 18.2% | 0.8% | 3.9% | -0.1% | 0.9%
CCCn1nnnc1COc1ccc(C(N)=O)cc1 | -1.7% | -3.9% | -6.9% | 9.7% | 0.8%
c1ccc(Cn2ccnc2)cc1 | -7.8% | -0.5% | -12.7% | -4.4% | 1.7%
Cc1ccc(NC(=O)Nc2ccc3c(c2)C(=O)OC3)cc1Cl | -9.9% | . | -14.1% | -2.9% | 2.6%
CC(C)Cn1c(N)c(C(=O)COC(=O)c2cccn2C)c(=O)n(C)c1=O | 1.8% | 1.4% | -5.5% | . | 10.2%
O=C(N/N=C/c1cn[nH]c1-c1ccc(F)cc1)c1ccncc1 | ? | -6.7% | 60.1% | -2.4% | 0.2%
Cc1ccc(C(=O)NCCNC(=O)COc2ccccc2Cl)cn1 | -0.3% | 3.2% | 9.6% | 0.1% | 1.9%
COc1cccc(CC2(CO)CCCN(Cc3c(C)cc(C)cc3-n3cccn3)C2)c1 (configuration not stated) | 5.9% | -0.8% | 61.4% | -8.1% | 1.5%
COC(=O)C1=C(c2cc3ccccc3s2)C[C@@H]2CC[C@H]1N2C(=O)NC1CCCCC1 | 7.2% | 14.1% | 42.7% | -20.4% | i
CC(C)c1ccc(S(=O)(=O)N2CCN(C(=O)c3cc(-c4ccccc4)n[nH]3)CC2)cc1 | -8.6% | -0.1% | 7.9% | -11.3% | 0.4%
Cc1cc(/C=N/NC(=O)c2cccc(F)c2)c(C)n1-c1ccccc1 | 16.1% | 9.2% | -7.5% | 5.0% | 7.1%
Cc1[nH]c2ccccc2c1C(=O)COC(=O)C1CCC(=O)N1 (configuration not stated) | -1.2% | -6.4% | 20.7% | -4.4% | 0.1%
Cc1cc(C)c(C#N)c(Nc2ccccc2F)n1 | -3.0% | -9.2% | 4.3% | -1.6% | i
COc1ccc(C(=O)NCC(=O)OCC(=O)NCc2cccs2)cc1 | -2.6% | -1.9% | -2.2% | 0.4% | 0.3%
Cn1cccc1C1C=C(c2ccc(C(C)(C)C)cc2)Nc2ncnn21 (configuration not stated) | 10.7% | 2.3% | 19.2% | -1.5% | 9.4%
O=C(CN1C(=O)CCC1=O)Nc1nc(-c2ccc(Cl)s2)cs1 | -0.2% | 19.3% | 0.6% | -0.3% | 2.4%
CCO[C@@H]1OC(C(=O)NC2CC2)=C[C@H](C2CCCCC2)[C@H]1CCCO | -3.2% | -3.1% | -0.1% | -6.2% | i
Cc1ccc(N2CCN(CCc3nc4cc(NC(=O)c5ccco5)ccc4n3C)CC2)cc1 | 5.8% | 0.6% | 76.8% | -6.6% | i | inhibitors of VEEV 10K pilot screen=1.8
CC(OC(=O)CN(C)S(=O)(=O)c1ccc(Cl)cc1)C(=O)Nc1cccc(Cl)c1 (configuration not stated) | -8.5% | 20.4% | 8.5% | -7.9% | 1.8%
CCOC(=O)c1c(C)c(C(=O)NCCc2ccccc2)c(C)n1C | -1.3% | 11.2% | 13.9% | -7.8% | i
COc1ccc(-c2cc(-c3cc(C)ccc3O)[nH]n2)cc1 | ? | -3.6% | 7.7% | -6.7% | 11.8%
Cc1cc(C(=O)CSc2nnc(Nc3ccccc3F)s2)c(C)n1CC1CCCO1 (configuration not stated) | . | 12.1% | . | . | 6.0%
CC(C)CCNC(=O)CN(Cc1ccc(F)cc1)C(=O)CCC(=O)Nc1ccccn1 | 1.4% | 10.4% | -9.0% | -21.8% | i
CCOC(=O)C1(Cc2cccc(F)c2)CCN(CCCn2cccn2)CC1 | -15.8% | -2.4% | -7.5% | 2.8% | i

Five records picked at random from those above, as already listed:
SMILES | M. tuberculosis HTS | influenza NS1A | M. tuberculosis | Salmonella PhoP GFP | inhibitors of VEEV | others
O=C(CN1C(=O)CCC1=O)Nc1nc(-c2ccc(Cl)s2)cs1 | -0.2% | 19.3% | 0.6% | -0.3% | 2.4%
Cc1ccc(C(=O)NCCNC(=O)COc2ccccc2Cl)cn1 | -0.3% | 3.2% | 9.6% | 0.1% | 1.9%
COc1cccc(CC2(CO)CCCN(Cc3c(C)cc(C)cc3-n3cccn3)C2)c1 (configuration not stated) | 5.9% | -0.8% | 61.4% | -8.1% | 1.5%
Cc1ccc(NC(=O)Nc2ccc3c(c2)C(=O)OC3)cc1Cl | -9.9% | . | -14.1% | -2.9% | 2.6%
COc1ccc(OC)c(NC(=O)c2nnn(Cc3ccc(Br)cc3F)c2N)c1 | 2.5% | 8.8% | 28.1% | -9.3% | 1.4%

Next section.
SMILES | M. tuberculosis HTS | influenza NS1A | M. tuberculosis | Salmonella PhoP GFP | inhibitors of VEEV | others
CC(C(=O)NCCC1=CCCCC1)N1C(=O)c2ccccc2C1=O (configuration not stated) | 6.3% | 0.7% | -0.6% | 4.5% | 0.1%
COc1ccc(NC(=O)NNC(=O)C(C)Oc2ccc3ccccc3c2)cc1OC (configuration not stated) | 2.6% | -7.9% | -14.6% | -5.2% | 4.8%
CCCN(C(=O)C1CSC2(C)CCC(=O)N12)c1c(N)n(Cc2ccccc2)c(=O)[nH]c1=O (configuration not stated) | -8.9% | 2.9% | -11.1% | 6.1% | 1.0%
COc1cc(C)ccc1OCCOCCOc1cc(C)c(C)cc1Br | 7.6% | -17.3% | 74.0% | 0.3% | i
Cc1ccccc1OCC(=O)Nc1cc(S(=O)(=O)N2CCCCC2)ccc1N1CCN(C)CC1 | -7.4% | . | 12.5% | 3.4% | 6.0%
Cn1cccc1CC(=O)N/N=C/c1ccc(C(C)(C)C)cc1 | -5.8% | 11.6% | 1.9% | 3.0% | 10.9%
Cc1ccc(S(=O)(=O)NCc2ccc(C(=O)N3CCc4ccccc4C3)cc2)cc1 | 1.4% | 1.1% | 9.3% | -20.4% | 8.8%
O=C(CS(=O)CC(=O)Nc1cccc2c1CCCC2)Nc1ccc(F)cc1 (configuration not stated) | -9.3% | -13.4% | -8.3% | -8.5% | 3.0%
O=C1NN(c2ccccc2)C(=O)/C1=C/c1ccc(-c2ccc(Cl)c(C(=O)O)c2)o1 | . | 6.4% | . | . | 0.0%
COc1cc(C)c(CN2CCC(n3nccc3NC(=O)C3CCOC3)CC2)cc1C (configuration not stated) | 1.6% | 1.5% | 16.5% | -6.0% | 5.0%
O=C(NCc1cccnc1)c1cccc(Cl)c1 | 4.2% | -5.5% | 1.2% | 4.4% | 0.8%
CCOc1cc(C(=O)Nc2ccc(S(=O)(=O)Nc3cnc4ccccc4n3)cc2)cc(OCC)c1OCC | 3.9% | 6.8% | 18.2% | 1.5% | ?
CCOc1ccccc1N(C)C(=O)CCS(=O)(=O)c1ccc2c(c1)NC(=O)C(C)S2 (configuration not stated) | 2.7% | -10.3% | 14.6% | -11.5% | 5.7%
O=C(NCc1ccc(Cl)cc1)C1CCCCN1S(=O)(=O)c1ccccc1 (configuration not stated) | 1.6% | 10.1% | 6.8% | -10.1% | i
O=C(NCc1ccc2c(c1)OCO2)C1CC(=O)N(c2ccc(O)cc2)C1 (configuration not stated) | 3.2% | -4.0% | 0.0% | 10.7% | i
